Screens (PubChem BioAssay)
M. tuberculosis HTS = M. tuberculosis growth inhibition, HTS (AID 449762). M. tuberculosis H37Rv growth inhibition, 7H9 media; higher % means a stronger effect. inhibition, % at 25 µM, or IC50 in µM where a hit was titrated. hit rate 0.59% among 330,000; in the data active means a potency from the dose series; inconclusive means inhibition above about 70% without an active follow-up result;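 further: bacterial growth assessed after seven days of incubation; strong numbers were not always called active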
VEEV TC-83 Vero = inhibitors of VEEV TC-83 cytopathic effect, confirmation, Vero cells (AID 588727) | Vero cells, VEEV TC-83 cytopathic effect inhibition; higher % means a stronger effect | inhibition, % at 20 µM, or IC50 in µM where a hit was titrated | hit rate 0.13% among 350,000; in the data active means a potency from the dose series; inconclusive means inhibition mostly from about 14% at the one dose, without a potency; inactive means the rest, 99 in 100 with inhibition below about 12%; further: strong numbers were not always called active
PhoP GFP inhibition = PhoP regulon inhibitors, Salmonella typhi PhoP promoter GFP reporter, confirmatory (AID 1850) | Salmonella Typhi PhoP-promoter GFP reporter, fluorescence, 4 h; higher % means a stronger effect | inhibition, % at 50 µM, or IC50 in µM where a hit was titrated | hit rate 0.33% among 310,000; in the data active means a potency from the dose series; inconclusive means inhibition mostly from about 25% at the one dose, without a potency; inactive means the rest, 99 in 100 with inhibition below about 19%;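 further: 0% = induced wells with vehicle and 100% = uninduced wells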
tuberculosis growth = growth inhibition of non-replicating M. tuberculosis (AID 488890). Mycobacterium tuberculosis non-replicating, growth inhibition; higher % means a stronger effect. hit rate 0.39% among 320,000. one-dose inhibition, % at 25 µM; IC50 in µM for titrated hits; in the data active means a potency from the dose series; inconclusive means inhibition mostly from about 82% at the one dose, without a potency; inactive means the rest, 99 in 100 with inhibition below about 76%;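 further: plate controls were DMSO cells for no effect and high antibiotic wells for full effect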
influenza NS1A = H1N1 influenza NS1A inhibitors, functional cell based assay (AID 504329); NS1A functional cell-based assay, percent inhibition; higher % means a stronger effect; inhibition, % at 12.5 µM; hits with a dose series show IC50 in µM; hit rate 0.3% among 340,000; in the data active means a potency from the dose series; inconclusive means inhibition above about 27% without an active follow-up result; further: strong numbers were not always called active
VEEV TC-83 Vero 10K pilot screen = further read-out of VEEV TC-83 Vero, marked with its call; inhibition, %; measured here: 10K pilot screen inhibition
Starred values were filed as active, the others as inactive; i = inactive; u = inconclusive; x = no result given.

SMILES	M. tuberculosis HTS	VEEV TC-83 Vero	PhoP GFP inhibition	tuberculosis growth	influenza NS1A	others
Cc1ccc(N2C(=O)CC(N3CCN(C4CCc5ccccc5C4)CC3)C2=O)cc1 (configuration not stated)	2%	1.3%	-3%	4%	-20%
COc1ccc(-n2c(C)cc(C(=O)CN3CCC(C)CC3)c2C)cc1	2%	i	-2%	25%	-4%
O=C(Cc1cnc2ncnn2c1)N1CCc2c([nH]c3ccccc23)C1c1ccccn1 (configuration not stated)	1%	i	-11%	10%	0%
COC(=O)C1=C(c2c(C)noc2C)C[C@@H]2CC[C@H]1N2C(=O)NC1CCCCC1	-10%	0.7%	x	-2%	4%
O=C(CCCn1nnnc1CN1CCOCC1)N1CCC(c2ccccc2F)C1 (configuration not stated)	x	1.4%	x	x	-13%
Cn1c(=O)n(C)c2cc(C(=O)c3ccccc3)ccc21	-3%	1.9%	-8%	9%	0%
CS(=O)(=O)c1ccc(Cl)c(C(=O)NCC2CCCCC2)c1	8%	0.1%	-8%	13%	-43%
CCOc1ccc(Nc2ccc([N+](=O)[O-])c3nonc23)cc1	u	0.5%	-2%	1.7µM*	18%
CC(C)(C)n1nnnc1C(c1cccnc1)N(Cc1ccccc1)Cc1cccs1 (configuration not stated)	-3%	3.9%	-2%	25%	-6%
CN1C(C(=O)Nc2ccc(OC(F)(F)F)cc2)=CC(c2ccc3c(c2)OCO3)=NS1(=O)=O	4%	2.7%	-7%	-2%	-12%
Cc1ccc(C(=O)NC(=S)NCc2cccnc2)cc1	3%	1.7%	-4%	u	15%
N#C/C(=C\c1ccc2c(c1)OCCO2)C(=O)Nc1ccc(C(=O)O)cc1	-2%	0.9%	-9%	-2%	-2%
CCOC(=O)c1c(-c2ccc(C)cc2)csc1NC(=O)c1ccc(N2C(=O)CCC2=O)cc1	5%	0.8%	0%	7%	-1%
Cc1ccc(C(=O)CSc2ncnc3sc4c(c23)CCCC4)cc1	16%	i	-7%	71%	3%
CCN(c1ccccc1)S(=O)(=O)c1cccc(C(=O)NCC2(N(C)C)CCCCC2)c1	-10%	i	x	14%	-7%
O=C(CC(CC(=O)c1ccccc1)C(=O)O)c1ccccc1	-8%	0.8%	6%	-3%	-8%
Nc1c2c(nc3ccn(-c4ccccc4)c(=O)c13)CCCCC2	4%	0.6%	4%	34%	17%
Cc1cc(C)c(S(=O)(=O)N2CCC(C(=O)OCc3c(C)noc3C)CC2)c(C)c1	4%	1.9%	x	49%	-16%
COc1ccc(S(=O)(=O)N2CCN(Cc3c[nH]c4ccccc34)CC2)cc1	4%	1.5%	-6%	8%	10%
O=C(Nc1ncc(Cc2cc(Cl)ccc2Cl)s1)c1ccc([N+](=O)[O-])cc1	-1%	2.2%	-7%	-5%	1%

The last 4 entries of the part before lead into the next:
SMILES	M. tuberculosis HTS	VEEV TC-83 Vero	PhoP GFP inhibition	tuberculosis growth	influenza NS1A	others
Nc1c2c(nc3ccn(-c4ccccc4)c(=O)c13)CCCCC2	4%	0.6%	4%	34%	17%
Cc1cc(C)c(S(=O)(=O)N2CCC(C(=O)OCc3c(C)noc3C)CC2)c(C)c1	4%	1.9%	x	49%	-16%
COc1ccc(S(=O)(=O)N2CCN(Cc3c[nH]c4ccccc34)CC2)cc1	4%	1.5%	-6%	8%	10%
O=C(Nc1ncc(Cc2cc(Cl)ccc2Cl)s1)c1ccc([N+](=O)[O-])cc1	-1%	2.2%	-7%	-5%	1%
O=C(c1cnc2ccc(Cl)cc2c1Cl)N1CCOCC1	x	0.5%	x	x	-11%
CCCCC[C@@H]1C=C(C(=O)O)[C@H](c2ccc(OC)c(OC)c2)N1S(=O)(=O)c1ccc(C)cc1	7%	0.0%	x	-1%	3%
CCn1c(SCC(=O)Nc2ccc(OC)c(OC)c2)nnc1-c1cccs1	-15%	i	-1%	5%	-5%
COc1ccccc1-c1c(C)nn2c(C)cc(C)nc12	-2%	2.5%	-2%	x	1%
CCSc1nc(CC)c2c(c1C#N)CCCC2	4%	0.2%	-5%	49%	1%
Cn1c(=O)[nH]c(=O)c2c1nc(N1CCCC1)n2CCCSc1nc2ccccc2o1	-4%	7.3%	5%	10%	-2%
OC[C@H]1O[C@H](OCc2ccccc2)[C@H](O[C@@H]2OC[C@@H](O)[C@H](O)[C@H]2O)[C@@H](O)[C@@H]1O	-13%	i	15%	-16%	-7%
Cc1cccc(NC(=O)CCS(=O)(=O)c2ccc3c(c2)oc(=O)n3C)c1	-1%	2.9%	-8%	7%	-1%
O=C(NNC(=S)NC1CCCCC1)c1ccccc1Cl	-3%	1.1%	2%	-15%	7%
O=C(Oc1ccc(N(Cc2cccs2)C2=NS(=O)(=O)c3ccccc32)cc1)c1ccccc1Cl	-1%	6.5%	2%	-17%	7%
O=C(CSc1nc2nc3c(cc2c(=O)n1-c1ccccc1)CCCC3)Nc1ccccc1	3%	4.9%	-8%	-7%	-3%
CCCNC(=O)c1ccccc1NC(=O)COc1ccc(OC)cc1	-1%	1.4%	-12%	-1%	-6%
Cc1[nH]c2c(Cl)cccc2c1CCN	-3%	x	12%	x	x
Cc1ccc(Nc2nc(C(=O)NCC3CCCO3)cs2)cc1 (configuration not stated)	-6%	2.5%	-4%	65%	-6%
CCCOc1cccc(NC(=O)OC2CCN(C)CC2)c1	4%	0.1%	1%	10%	3%
COc1ccc(S(=O)(=O)N(c2onc(C)c2Cl)S(=O)(=O)c2ccc(OC)cc2)cc1	x	1.4%	-1%	9%	-1%
CCCCC[C@H](O)/C=C/[C@@H]1[C@@H](CCCCCCC(=O)O)[C@@H](O)C[C@H]1O	1%	0.5%	-7%	-6%	-2%
CC1CC(C)CN(C(=O)/C=C/c2ccc(S(=O)(=O)N3CCOCC3)cc2)C1 (configuration not stated)	3%	0.7%	x	19%	-4%
NC(=O)Cc1ccc(C(=O)c2ccccc2)s1	0%	3.7%	2%	3%	-2%
CC(=O)Nc1ccc(S(=O)(=O)Nc2nc3ccccc3s2)cc1	6%	3.0%	1%	0%	-3%
Cc1cccc(CN2CCN(C(=O)CN(C)C(C)C(=O)Nc3ccc(C(N)=O)cc3)CC2)c1 (configuration not stated)	-4%	0.1%	x	1%	-3%
CC1(C)Oc2ccc3ccc(=O)oc3c2C[C@H]1O	0%	0.3%	6%	9%	-13%
CC(=O)Nc1ccc(SCC(=O)OCC(=O)NC(=O)NCc2ccco2)cc1	0%	1.2%	0%	-1%	2%
CNC(=O)[C@@H]1CCC(=O)N1	0%	i	x	-8%	-10%
CCCn1cc(CN2CCCC(C(=O)c3cccc(OC(C)C)c3)C2)c(C)n1 (configuration not stated)	-2%	0.7%	-7%	17%	4%
COc1ccc(C(=O)NCc2ccc3c(c2)cc(C)n3C)cc1OC	4%	3.2%	-8%	42%	11%
Cc1ccccc1COc1ccc2oc(C)c(C(=O)O)c2c1	10%	0.8%	2%	27%	-6%
O=C1c2ccccc2C(=O)N1CCc1csc(-c2cccc(F)c2)n1	4%	0.7%	15%	-6%	-5%
CCn1cc2nc(SCC(=O)Nc3ccccc3F)n(Cc3ccccc3)c(=O)c2n1	13%	12%	6%	24%	-7%
OCC[C@@H]1C[C@H](O)[C@@H](O)[C@]2(Cc3ccccc3CO2)O1	7%	0.5%	6%	-2%	3%	VEEV TC-83 Vero 10K pilot screen=1.5
CCOC(=O)Cn1nc(C)c([N+](=O)[O-])c1C	-2%	0.6%	2%	-2%	-9%
Cc1ccc(CSCCNC(=O)c2ccc(C)cc2)cc1	54%	0.2%	-4%	74%	6%
Cc1ccc(OCC(=O)NN=C2C3CC4CC(C3)CC2C4)cc1	-3%	0.3%	x	1%	-11%
COCCNS(=O)(=O)c1cc(Br)ccc1OC	-5%	0.3%	-5%	5%	7%
O=C(COC(=O)C1CC(=O)N(Cc2ccccc2)C1)Nc1ccccc1F (configuration not stated)	2%	i	-1%	7%	-7%
CCCOc1ccc(N2CC(C(=O)NC(C)C)CC2=O)cc1 (configuration not stated)	-1%	1.6%	-3%	x	-2%
COC(C(=O)Nc1cccc(F)c1)c1ccccc1 (configuration not stated)	1%	i	4%	14%	-6%
CCCCCCCCCC(=O)NNC(=O)c1c(O)c2ccccc2n(CC)c1=O	14%	i	6%	-8%	-23%
CCCc1cc(C(=O)NC2CCCN(Cc3ccccc3F)C2)no1 (configuration not stated)	6%	i	-7%	54%	6%
CN(Cc1cccnc1)C(=O)CC1C(=O)NCCN1Cc1ccc(-c2ccccc2)cc1 (configuration not stated)	-4%	0.7%	5%	16%	14%

Three records picked at random from those above:
SMILES	M. tuberculosis HTS	VEEV TC-83 Vero	PhoP GFP inhibition	tuberculosis growth	influenza NS1A	others
CN(Cc1cccnc1)C(=O)CC1C(=O)NCCN1Cc1ccc(-c2ccccc2)cc1 (configuration not stated)	-4%	0.7%	5%	16%	14%
CCn1cc2nc(SCC(=O)Nc3ccccc3F)n(Cc3ccccc3)c(=O)c2n1	13%	12%	6%	24%	-7%
CCOC(=O)Cn1nc(C)c([N+](=O)[O-])c1C	-2%	0.6%	2%	-2%	-9%

Molecules above containing a nitro group on carbon:
SMILES	M. tuberculosis HTS	VEEV TC-83 Vero	PhoP GFP inhibition	tuberculosis growth	influenza NS1A	others
CCOc1ccc(Nc2ccc([N+](=O)[O-])c3nonc23)cc1	u	0.5%	-2%	1.7µM*	18%
O=C(Nc1ncc(Cc2cc(Cl)ccc2Cl)s1)c1ccc([N+](=O)[O-])cc1	-1%	2.2%	-7%	-5%	1%
CCOC(=O)Cn1nc(C)c([N+](=O)[O-])c1C	-2%	0.6%	2%	-2%	-9%

Back to the main list, repeating the two entries before the break.
SMILES	M. tuberculosis HTS	VEEV TC-83 Vero	PhoP GFP inhibition	tuberculosis growth	influenza NS1A	others
CCCc1cc(C(=O)NC2CCCN(Cc3ccccc3F)C2)no1 (configuration not stated)	6%	i	-7%	54%	6%
CN(Cc1cccnc1)C(=O)CC1C(=O)NCCN1Cc1ccc(-c2ccccc2)cc1 (configuration not stated)	-4%	0.7%	5%	16%	14%
Cc1cccc(Nc2c(O)nc[nH]c2=O)c1	x	1.9%	x	x	-5%
CCOc1ccc(-n2c(C)cc(/C=N/Nc3nc(C)cc(=O)[nH]3)c2C)cc1	16%	2.1%	-6%	22%	18%
CCn1c(=NC(=O)CSC(C)=O)sc2ccccc21	0%	6.8%	13%	-14%	-18%
O=C1C(=O)N(Cc2cccc([N+](=O)[O-])c2)c2ccccc21	10%	0.0%	-12%	u	4%
Cc1ccc(CNC(=O)/C=C/C(=O)O)cc1	4%	i	-8%	12%	-10%
COc1ccccc1/C=N/NC(=O)CSc1cc(C)nc2ccccc12	0%	1.6%	8%	18%	-1%
O=C(NCc1ccc(-c2nc3ccccc3s2)cc1)c1cc2ccccc2o1	1%	1.7%	-6%	0%	-5%
Fc1cc(NC(=S)NCc2ccc(CNC(=S)Nc3ccc(Cl)c(F)c3)cc2)ccc1Cl	-1%	0.6%	5%	7%	-13%
COc1ccc(CC(=O)Oc2ccc(F)cc2)cc1	4%	0.2%	4%	38%	1%
COc1ccc(CN2C(=O)c3c(c(C)n(C)c3C)C2C(=O)NC2CCC(C)CC2)cc1 (configuration not stated)	7%	i	-16%	10%	0%
Cc1cccc(Nc2nnc(SCC(=O)NC(=O)Nc3ccc4c(c3)OCCO4)s2)c1	24%	22%	-7%	29%	8%
Cc1cccc(C)c1NC(=O)NC1CCc2ccccc21 (configuration not stated)	6%	i	2%	-6%	-3%
C#CCN1C=C(C(=O)OCC)C(C)NS1(=O)=O (configuration not stated)	x	0.2%	x	x	-21%
Cc1nc([N+](=O)[O-])cn1CC(=O)Nc1ccc(Cl)cc1	6%	0.1%	-6%	-2%	-2%
CC(C)c1nc(=S)n(-c2ccccc2)[nH]1	-10%	0.6%	-14%	-5%	-21%
Cc1nc(SCC(=O)Nc2ccccc2Cl)oc1C	-6%	0.5%	-4%	22%	0%
CN(C)C(=O)COc1ncnc2scc(-c3ccc(F)cc3)c12	1%	0.2%	4%	1%	5%
